Assay outcomes from PubChem.
Bim-Bcl-2 – disrupts Bim peptide binding to human Bcl-2; P10415; Bead-based flow cytometry, Bim peptide-Bcl-2 binding; inhibition, % at 10 µM; 190,000 tested, 0.06% active; AID 950; in the data active = inhibition above about 40%; inconclusive = no clear call, values can overlap the other calls;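 also: 0% = no compound wells with probe peptide and 100% = reference peptide inhibitor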
Avidin fluor – avidin bead compound fluorescence profile. 220,000 tested, 0.38% active. Avidin beads, compound fluorescence 488/530 nm, flow cytometry; stronger effect = higher value. fluorescence (KMESF) at 10 µM; in the data active = fluorescence above about 47; also: inactives centre near 10
GSH fluor – GSH bead compound fluorescence profile | GSH beads flow cytometry, compound fluorescence 488/530 nm; stronger effect = higher value | 190,000 tested, 0.25% active | fluorescence (KMESF) at 10 µM; in the data active = fluorescence above about 89;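 also: glutathione beads carrying GST-tagged Bcl family fusion proteins plus one bare bead set; values are compound well signal with DMSO vehicle wells as background; inactives centre near 16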
ABCG2 block – inhibitors of human ABCG2 transporter, ABCB1 counter-screen. Q9UNQ0. IgMXP3 cells, JC-1 efflux, flow cytometry. inhibition, % at 6.6 µM. 190,000 tested, 0.1% active. AID 1325;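 active = inhibition above 80%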;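 also: 0% = DMSO and 100% = nicardipine control wells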
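Incubation: cells with compound and JC-1, 10 min at 25 °C, rotating, no wash / Test system: IgMXP3 (ABCG2) plus far-red-tagged CCRF-Adr (ABCB1) cells / Compound dosing: one concentration, 6.6 µM final / Also added: JC-1 fluorescent substrate / Evaluation: efflux inhibition in percent versus controls / Detection: flow cytometry, 530 nm JC-1 signal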
Bcl-W Bim block – disrupts Bim peptide binding to human Bcl-W | bead-based flow cytometry | inhibition, % at 10 µM | 190,000 tested, 0.02% active;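 also: 0% = bound tracer without compound and 100% = peptide blocker; higher means less fluorescent Bim peptide bound to Bcl-W beads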
Target sequence (Q92843 whole entry, looked up): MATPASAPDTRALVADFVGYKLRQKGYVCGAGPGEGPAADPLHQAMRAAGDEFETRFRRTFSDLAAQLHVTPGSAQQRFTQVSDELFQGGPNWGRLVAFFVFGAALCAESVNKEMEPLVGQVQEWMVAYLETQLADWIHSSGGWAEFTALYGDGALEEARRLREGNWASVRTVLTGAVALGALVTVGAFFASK
ABCB1 inh – human ABCB1 inhibition, ABCG2 as counter-screen. CCRF-Adr cells, JC-1 efflux, flow cytometry. inhibition, % at 6.6 µM. 190,000 tested, 0.067% active; in the data active = inhibition above about 40%;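 also: 0% = vehicle and 100% = reference inhibitor; higher value means more JC-1 retained so stronger ABCB1 efflux block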
Bfl-1 Bim block – disrupts Bim binding to human Bfl-1 | 190,000 tested, 0.12% active | inhibition, % at 10 µM | Q16548 | Bead-based flow cytometry, Bim-Bfl-1 binding inhibition;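 also: 0% = wells without compound plus tracer and 100% = blocker peptide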
RGS7-Gao reg – regulators of human RGS7-Galphao interaction. 220,000 tested, 0.35% active. binding response (% of control), % at 10 µM. P09471. Multiplexed bead flow cytometry, RGS7-Galphao binding; actives lie on both sides. AID 1439; in the data active = binding response below about 49% or above about 150%; inconclusive = no clear call, values can overlap the other calls; inactive = in between;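 also: fluorescent Galphao held in activated GDP-AlF4 state binding bead-coupled RGS7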
Target sequence (P09471 whole entry, looked up): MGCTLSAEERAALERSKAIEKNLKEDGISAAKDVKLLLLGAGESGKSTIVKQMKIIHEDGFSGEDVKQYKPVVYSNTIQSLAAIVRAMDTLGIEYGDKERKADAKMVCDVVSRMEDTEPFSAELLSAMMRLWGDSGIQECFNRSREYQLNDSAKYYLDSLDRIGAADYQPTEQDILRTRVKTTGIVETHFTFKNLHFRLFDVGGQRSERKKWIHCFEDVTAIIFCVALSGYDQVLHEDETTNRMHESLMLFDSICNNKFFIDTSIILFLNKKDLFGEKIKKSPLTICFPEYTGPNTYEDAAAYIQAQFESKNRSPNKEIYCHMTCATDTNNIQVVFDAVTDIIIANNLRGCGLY
RGS4-Gao reg – human RGS4-Galphao interaction regulation | Multiplexed bead flow cytometry, RGS4-Galphao binding; actives lie on both sides | P09471 | 220,000 tested, 0.33% active | binding response (% of control), % at 10 µM; in the data active = binding response below about 49% or above about 150%; inactive = in between;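 also: fluorescent Galphao activated with aluminum fluoride binding bead-coupled RGS4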
Bim-Bcl-B – human Bim-Bcl-B interaction inhibition. inhibition, % at 10 µM. bead-based flow cytometry, Bim peptide-Bcl-B binding. AID 951. 190,000 tested, 0.073% active. Q9HD36;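 also: 0% = tracer peptide without compound and 100% = reference inhibitor peptide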
Target sequence (Q9HD36 whole entry, looked up): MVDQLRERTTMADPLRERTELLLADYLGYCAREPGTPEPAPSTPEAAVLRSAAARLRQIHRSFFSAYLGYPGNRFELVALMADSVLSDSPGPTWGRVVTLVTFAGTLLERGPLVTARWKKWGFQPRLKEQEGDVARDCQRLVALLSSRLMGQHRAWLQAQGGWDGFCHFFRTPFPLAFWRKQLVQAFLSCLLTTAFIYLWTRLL
Bim-Bcl-XL – human Bim-Bcl-XL interaction inhibition. Q07817. Bim peptide-Bcl-XL binding, bead flow cytometry, fluorescence. inhibition, % at 10 µM. 190,000 tested, 0.04% active
Target sequence (Q07817 whole entry, looked up): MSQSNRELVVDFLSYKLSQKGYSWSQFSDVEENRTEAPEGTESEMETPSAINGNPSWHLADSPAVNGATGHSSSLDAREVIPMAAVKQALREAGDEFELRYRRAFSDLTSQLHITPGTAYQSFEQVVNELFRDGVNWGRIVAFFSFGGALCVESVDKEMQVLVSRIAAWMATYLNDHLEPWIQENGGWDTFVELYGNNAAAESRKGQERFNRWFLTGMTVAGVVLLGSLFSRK
Active calls of the source: *. Rule as the data show it, unless noted: active = inhibition above about 40%.

Results for Cc1ccc(NC(=O)CSc2nnc(NC(=O)c3ccco3)s2)cc1 ?
Bim-Bcl-2: 0; Avidin fluor: 11; GSH fluor: 14; ABCG2 block: -3; Bcl-W Bim block: -2; ABCB1 inh: -0.8; Bfl-1 Bim block: -4; RGS7-Gao reg: 91; RGS4-Gao reg: 93; Bim-Bcl-B: -3; Bim-Bcl-XL: 0

How did CCOc1ccc(N(CC(=O)NCC(C)C)S(C)(=O)=O)cc1 do in these assays?
Bim-Bcl-2: 8; Avidin fluor: 13; GSH fluor: 10; ABCG2 block: 2; Bcl-W Bim block: 0; ABCB1 inh: 0.6; Bfl-1 Bim block: -2; RGS7-Gao reg: 100; RGS4-Gao reg: 98; Bim-Bcl-B: 4; Bim-Bcl-XL: -2

What do the screens show for `CC(NC(=O)Nc1ccc2c(c1)OCO2)c1ccncc1` (stereo unspecified)?
Bim-Bcl-2: -1; Avidin fluor: 10; GSH fluor: 13; ABCG2 block: 4; Bcl-W Bim block: -1; ABCB1 inh: 0.5; Bfl-1 Bim block: -4; RGS7-Gao reg: 112; RGS4-Gao reg: 102; Bim-Bcl-B: -6; Bim-Bcl-XL: -2

Results for CCOC(=O)CNC(=S)N(Cc1cccs1)C1CCCC1 ?
Bim-Bcl-2: -10; Avidin fluor: 11; GSH fluor: 13; ABCG2 block: 7; Bcl-W Bim block: -4; ABCB1 inh: 0.6; Bfl-1 Bim block: -13; RGS7-Gao reg: 101; RGS4-Gao reg: 100; Bim-Bcl-B: -10; Bim-Bcl-XL: -5

How did Cc1ccc(C(NC(=O)C(C)C)c2cc([N+](=O)[O-])c3cccnc3c2O)cc1 (stereo unspecified) do in these assays?
Bim-Bcl-2: 0; Avidin fluor: 5; GSH fluor: 9; ABCG2 block: -5; Bcl-W Bim block: 4; ABCB1 inh: 1.0; Bfl-1 Bim block: 30; RGS7-Gao reg: 103; RGS4-Gao reg: 101; Bim-Bcl-B: 2; Bim-Bcl-XL: -3

What do the screens show for `Cc1ccc(C(=O)NCC(=O)OCC(=O)NCC(F)(F)F)cc1`?
Bim-Bcl-2: -3; Avidin fluor: 11; GSH fluor: 10; ABCG2 block: 1; Bcl-W Bim block: 0; ABCB1 inh: 0.0; Bfl-1 Bim block: -5; RGS7-Gao reg: inconclusive; RGS4-Gao reg: 103; Bim-Bcl-B: -1; Bim-Bcl-XL: 0

How did CC(C)NC(=O)CC1OC(=O)c2ccccc21 (stereo unspecified) do in these assays?
Bim-Bcl-2: 0; Avidin fluor: 36; GSH fluor: 17; ABCG2 block: 1; Bcl-W Bim block: -3; ABCB1 inh: 1.0; Bfl-1 Bim block: -1; RGS7-Gao reg: 99; RGS4-Gao reg: 99; Bim-Bcl-B: -2; Bim-Bcl-XL: -9

How did O=c1cc(NCc2ccc3c(c2)OCO3)[nH]c(=O)n1-c1ccc(Cl)cc1 do in these assays?
Bim-Bcl-2: -4; Avidin fluor: 20; GSH fluor: 25; ABCG2 block: 4; Bcl-W Bim block: -3; ABCB1 inh: 2.7; Bfl-1 Bim block: -4; RGS7-Gao reg: 101; RGS4-Gao reg: 99; Bim-Bcl-B: -2; Bim-Bcl-XL: -5

How did COc1cccc(NC(=O)c2ccc3c(c2)N(CC(=O)N2CCCCC2)C(=O)C(C)(C)O3)c1 do in these assays?
Bim-Bcl-2: -3; Avidin fluor: 5; GSH fluor: 20; ABCG2 block: 1; Bcl-W Bim block: -2; ABCB1 inh: 0.2; Bfl-1 Bim block: 0; RGS7-Gao reg: 90; RGS4-Gao reg: 92; Bim-Bcl-B: 0; Bim-Bcl-XL: -4

Results for O=C(c1cccc(C(F)(F)F)c1)N1CCC(O)(CS(=O)(=O)Cc2ccc(Cl)cc2)CC1 ?
Bim-Bcl-2: -15; Avidin fluor: 13; GSH fluor: 39; ABCG2 block: 4; Bcl-W Bim block: -1; ABCB1 inh: 0.3; Bfl-1 Bim block: -13; RGS7-Gao reg: 96; RGS4-Gao reg: 99; Bim-Bcl-B: -11; Bim-Bcl-XL: -10

How did CC1CCCCC1NC(=O)CCS(=O)(=O)c1cccc2nonc12 (stereo unspecified) do in these assays?
Bim-Bcl-2: -6; Avidin fluor: 4; GSH fluor: 40; ABCG2 block: 2; Bcl-W Bim block: 0; ABCB1 inh: 0.8; Bfl-1 Bim block: -10; RGS7-Gao reg: 99; RGS4-Gao reg: 95; Bim-Bcl-B: -7; Bim-Bcl-XL: -7

How did Clc1ccc(SCCOCCN2CCc3ccccc3C2)cc1 do in these assays?
Bim-Bcl-2: 2; Avidin fluor: 5; GSH fluor: 9; ABCG2 block: 0; Bcl-W Bim block: 0; ABCB1 inh: 0.1; Bfl-1 Bim block: 8; RGS7-Gao reg: 99; RGS4-Gao reg: 94; Bim-Bcl-B: 5; Bim-Bcl-XL: 0

How did COc1ccc(NC(=O)CCS(=O)(=O)c2ccc(OC)cc2)cc1 do in these assays?
Bim-Bcl-2: -7; Avidin fluor: 7; GSH fluor: 33; ABCG2 block: 0; Bcl-W Bim block: -2; ABCB1 inh: 0.2; Bfl-1 Bim block: -7; RGS7-Gao reg: 94; RGS4-Gao reg: 97; Bim-Bcl-B: -12; Bim-Bcl-XL: -5

How did O=C(COC(=O)CCSc1ccccc1Cl)NCc1ccco1 do in these assays?
Bim-Bcl-2: 0; Avidin fluor: 9; GSH fluor: 10; ABCG2 block: 3; Bcl-W Bim block: 0; ABCB1 inh: -0.8; Bfl-1 Bim block: -5; RGS7-Gao reg: 100; RGS4-Gao reg: 101; Bim-Bcl-B: -2; Bim-Bcl-XL: -2

Results for O=P(O)(O)COc1ccccc1P(=O)(c1ccccc1)c1ccccc1 ?
Bim-Bcl-2: 0; Avidin fluor: 13; GSH fluor: 8; ABCG2 block: 3; Bcl-W Bim block: -5; ABCB1 inh: 1.2; Bfl-1 Bim block: 0; RGS7-Gao reg: 92; RGS4-Gao reg: 94; Bim-Bcl-B: -3; Bim-Bcl-XL: -1

Results for CC(C)Cc1ccc(C#N)c(SCC(N)=O)n1 ?
Bim-Bcl-2: -6; Avidin fluor: 8; GSH fluor: 33; ABCG2 block: 0; Bcl-W Bim block: -1; ABCB1 inh: -0.1; Bfl-1 Bim block: -10; RGS7-Gao reg: 104; RGS4-Gao reg: 107; Bim-Bcl-B: -5; Bim-Bcl-XL: 1

How did Cc1sc2nc(SCC(=O)N(CCO)CCO)n(C3CCCCC3)c(=O)c2c1C do in these assays?
Bim-Bcl-2: -11; Avidin fluor: 6; GSH fluor: 16; ABCG2 block: 40; Bcl-W Bim block: 1; ABCB1 inh: 1.0; Bfl-1 Bim block: -12; RGS7-Gao reg: 102; RGS4-Gao reg: 98; Bim-Bcl-B: -8; Bim-Bcl-XL: -3

What do the screens show for `Cc1c([N+](=O)[O-])cc(C(=O)N2CCOCC2)cc1[N+](=O)[O-]`?
Bim-Bcl-2: 0; Avidin fluor: 7; GSH fluor: 5; ABCG2 block: -1; Bcl-W Bim block: -2; ABCB1 inh: -0.1; Bfl-1 Bim block: -1; RGS7-Gao reg: 102; RGS4-Gao reg: 95; Bim-Bcl-B: -2; Bim-Bcl-XL: -3

What do the screens show for `CCOC(=O)CCNC(=O)c1ccccc1Br`?
Bim-Bcl-2: -7; Avidin fluor: 34; GSH fluor: 20; ABCG2 block: 27; Bcl-W Bim block: 0; ABCB1 inh: 1.8; Bfl-1 Bim block: -17; RGS7-Gao reg: 101; RGS4-Gao reg: 102; Bim-Bcl-B: -5; Bim-Bcl-XL: -3

How did CCn1c(SCC(=O)N/N=C/C=C\c2ccco2)nc2ccccc21 do in these assays?
Bim-Bcl-2: 7; Avidin fluor: 3; GSH fluor: 5; ABCG2 block: 8; Bcl-W Bim block: 0; ABCB1 inh: 1.3; Bfl-1 Bim block: 8; RGS7-Gao reg: 96; RGS4-Gao reg: 97; Bim-Bcl-B: -6; Bim-Bcl-XL: -3

Results for Cc1cc2oc(C(=O)NCc3ccc4c(c3)OCO4)c(C)c2cc1C ?
Bim-Bcl-2: -9; Avidin fluor: 15; GSH fluor: 27; ABCG2 block: 8; Bcl-W Bim block: 0; ABCB1 inh: 1.2; Bfl-1 Bim block: -9; RGS7-Gao reg: 100; RGS4-Gao reg: 105; Bim-Bcl-B: -7; Bim-Bcl-XL: -12

Results for COc1ccc(NC(=O)C/C(C)=N/NC(=O)c2cnccn2)cc1 ?
Bim-Bcl-2: 1; Avidin fluor: 7; GSH fluor: 12; ABCG2 block: 0; Bcl-W Bim block: 0; ABCB1 inh: 0.2; Bfl-1 Bim block: 3; RGS7-Gao reg: 97; RGS4-Gao reg: 97; Bim-Bcl-B: -4; Bim-Bcl-XL: -2

What do the screens show for `COc1ccccc1NS(=O)(=O)c1cccc(C(=O)NN=C2CCCC2)c1`?
Bim-Bcl-2: 0; Avidin fluor: 11; GSH fluor: 18; ABCG2 block: -2; Bcl-W Bim block: -2; ABCB1 inh: -0.1; Bfl-1 Bim block: -5; RGS7-Gao reg: 102; RGS4-Gao reg: 97; Bim-Bcl-B: -5; Bim-Bcl-XL: -4

Results for CCn1c(SCC(=O)N2CCc3ccccc32)nnc1-c1ccco1 ?
Bim-Bcl-2: -9; Avidin fluor: 16; GSH fluor: 34; ABCG2 block: 37; Bcl-W Bim block: -1; ABCB1 inh: 6.7; Bfl-1 Bim block: -16; RGS7-Gao reg: 100; RGS4-Gao reg: 102; Bim-Bcl-B: -12; Bim-Bcl-XL: -12

How did CN=C(Cc1ccccc1)C1=C(O)CC(C)(C)CC1=O do in these assays?
Bim-Bcl-2: -4; Avidin fluor: 6; GSH fluor: 21; ABCG2 block: 3; Bcl-W Bim block: 0; ABCB1 inh: 2.0; Bfl-1 Bim block: -5; RGS7-Gao reg: 115; RGS4-Gao reg: 110; Bim-Bcl-B: -6; Bim-Bcl-XL: 0

Entries above that contain fluorine (2):
What do the screens show for `Cc1ccc(C(=O)NCC(=O)OCC(=O)NCC(F)(F)F)cc1`?
Bim-Bcl-2: -3; Avidin fluor: 11; GSH fluor: 10; ABCG2 block: 1; Bcl-W Bim block: 0; ABCB1 inh: 0.0; Bfl-1 Bim block: -5; RGS7-Gao reg: inconclusive; RGS4-Gao reg: 103; Bim-Bcl-B: -1; Bim-Bcl-XL: 0

Results for O=C(c1cccc(C(F)(F)F)c1)N1CCC(O)(CS(=O)(=O)Cc2ccc(Cl)cc2)CC1 ?
Bim-Bcl-2: -15; Avidin fluor: 13; GSH fluor: 39; ABCG2 block: 4; Bcl-W Bim block: -1; ABCB1 inh: 0.3; Bfl-1 Bim block: -13; RGS7-Gao reg: 96; RGS4-Gao reg: 99; Bim-Bcl-B: -11; Bim-Bcl-XL: -10
